Screening data: PubChem BioAssay, several laboratories
Dynein cargo inh = blocks dynein driven cargo transport along microtubules; 3617.4 mouse cells, GR-EGFP nuclear translocation imaging; test concentration mostly 20 µM; stimulated with dexamethasone, 1 µM; active compounds read low; z-score, hits read low; hit rate 0.47% among 220,000; AID 1381;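 active = plate z-score of nuclear minus cytoplasmic receptor signal below a set negative limit, without overly bright fluorescence or cell loss, cut at about -3.5 in these data, passing the limit was not always enough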;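 note: z-score of nuclear minus cytoplasmic ring GR-EGFP intensity difference per well; some compounds called inactive have numbers as strong as hits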
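Also added – dexamethasone, 1.0 µM final · Buffer or medium – tet-free, stripped-serum medium · Schedule – induction 48 h, compound 1 h, agonist 30 min · Detection – formaldehyde fixation, Hoechst nuclear stain, 10x automated fluorescence imaging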
Ins promoter up = MIN6 insulin promoter up-regulation | MIN6 insulin promoter-GFP reporter, high-content imaging; active compounds read high | z-score at 5 µM | hit rate 0.3% among 190,000 | AID 1625;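 active = z-score above 3 at 5 µM with at least 500 cells counted in the well; inconclusive = wells under 500 cells, flagged as cytotoxic or low count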
P. falciparum M17LAP = P. falciparum M17LAP inhibitors, primary screen, biochemical, fluorogenic H-Leu-NHMec substrate, 1536-well (AID 1619); recombinant M17LAP, H-Leu-NHMec fluorogenic kinetic assay; higher % means a stronger effect; inhibition, % at 30 µM, or IC50 in µM where a hit was titrated; hit rate 0.38% among 220,000;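 active = compound inhibiting the enzyme by more than half at any dose during confirmatory dose-response retesting; inconclusive = strong single-dose inhibitors picked by rank but not retested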;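 note: plate controls were full reaction with DMSO carrier for no effect and no enzyme background for full effect; strong numbers were not always called active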
Autophagy mod = autophagy modulation, high-content screen | calls only at 10 µM (by protocol) | MEF GFP-LC3 puncta imaging; test concentration mostly 10 µM | hit rate 0.98% among 190,000;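 active = percentage of spot-positive cells more than 3 SD above its plate mean, without a fluorescence outlier flag or 80% toxicity; inconclusive = no clear call, values can overlap the other calls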;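 note: spot-positive cell cutoff set from DMSO-treated cells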
ER stress rescue = rescue of cells from ER stress-induced death, primary screen, 384-well, CSM14.1, thapsigargin, ATP luminescence (AID 1222); one-dose cellular ATP content (survival), % at 20 µM; EC50 in µM for titrated hits; CSM14.1 thapsigargin-induced death rescue, ATP luminescence; higher % means a stronger effect; 190,000 tested, under 10 active;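 active = EC50 below 50 µM in the dose-response confirmation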;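 note: death triggered by thapsigargin at about 15 µM added after 2 h compound pretreatment; cell ATP read after overnight thapsigargin exposure of roughly 18 to 22 hours; normalized against plate controls of thapsigargin alone and 5% DMSO vehicle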
bCat nuc transl = beta-catenin nuclear translocation modulation. HeLa beta-catenin nuclear translocation, immunofluorescence imaging. hit rate 0.3% among 190,000. nuclear translocation activity, % at 5 µM. AID 1665;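 active = nuclear translocation activity above 50% at 5 µM, with a well cell count of 50 or more; inconclusive = wells under 50 cells across six images, flagged as toxic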;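 note: per-cell ratio of nuclear to cytoplasmic median beta-catenin stain intensity; plate controls were DMSO negative control for no effect and GSK-3 inhibitor IX positive control for full effect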
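System: Human HeLa cells, endogenous beta-catenin | Compound dosing: 5 µM primary, 0.02–20 µM confirmation | Timing: 24 h compound exposure at 37°C, 5% CO2 | Measured by: Fluorescence imaging of beta-catenin antibody stain plus DAPI | Read-out basis: % activation of per-cell nuclear versus cytoplasmic median beta-catenin signal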
P. falciparum M1AAP = malaria alanyl aminopeptidase activity blockers – biochemical, fluorogenic H-Leu-NHMec substrate, 1536-well (AID 1445); recombinant M1AAP, H-Leu-NHMec fluorogenic kinetic assay; higher % means a stronger effect; inhibition, % at 30 µM, or IC50 in µM where a hit was titrated; hit rate 0.42% among 220,000;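 active = primary inhibition above the hit cutoff, then over 50% inhibition at one or more dose response concentrations, cut at about 23% in these data, passing the limit was not always enough; inconclusive = conflicting primary data, or primary hits not chosen for dose response; inactive = low primary inhibition, or under 50% at every dose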;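 note: plate controls were DMSO full reaction for no effect and no enzyme background for full effect; strong numbers were not always called active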
MT stabilize HCS = stabilizes microtubules in HeLa cells | HeLa tubulin immunostaining HCS, 24 h; share of cells brighter than vehicle mean+2SD | % tubulin-high responders, % at 10 µM | hit rate 0.83% among 200,000 | AID 2205;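 active = plate Z-score above 3 for both tubulin-high and condensed-nucleus cell shares, with cell loss under 80%, at 10 µM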;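 note: anti alpha tubulin signal scored within the nucleus-defined area of each cell; some results filed as inactive read as strong as hits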
UTI89 phage lysis = inhibition of K1F phage lysis, E. coli UTI89, bacterial capsule biogenesis inhibitors, alamar blue (AID 488966); E. coli UTI89 K1F phage lysis, alamar blue, 2 h; higher % means a stronger effect; one-dose inhibition, % at 100 µM; IC50 in µM for titrated hits; hit rate 0.02% among 340,000;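 active = phage lysis inhibition, versus mean bacterial control, above a set limit; inconclusive = no clear call, values can overlap the other calls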;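 note: capsule biogenesis inhibitors block K1F phage lysis so surviving cells raise fluorescence; higher fluorescence means more inhibition of phage lysis; actives were called in the ten point dose series up to 300 µM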
Dynein cargo inh cytoplasmic EGFP = second read-out of Dynein cargo inh, no call of its own (marks repeat the call); z-score; measured here: cytoplasmic GR-EGFP intensity; active compounds read high
Dynein cargo inh nuclear GR-EGFP = second read-out of Dynein cargo inh, no call of its own (marks repeat the call); z-score; measured here: nuclear GR-EGFP intensity;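 lower value marks the stronger effect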
Dynein cargo inh cell count = recorded beside Dynein cargo inh, whose call it bears; z-score; measured here: cell count per field
Ins promoter up cell count = second read-out of Ins promoter up, no call of its own (marks repeat the call); cell count; measured here: cytotoxicity, nuclei count;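 total cells summed across four imaged fields per well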
bCat nuc transl cell count 5 µM = second read-out of bCat nuc transl, no call of its own (marks repeat the call); cell count; measured here: cell count, cytotoxicity flag
MT stabilize HCS Hoechst-high % = second read-out of MT stabilize HCS, no call of its own (marks repeat the call); % Hoechst-high responders; measured here: nuclear condensation Hoechst responders;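 share of cells brighter than vehicle mean plus two SD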
MT stabilize HCS cytotoxicity % = second read-out of MT stabilize HCS, no call of its own (marks repeat the call); toxicity, %; measured here: cytotoxicity by cell density;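 0% = mean cell density of plate MIN control wells and 100% = no cells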
Autophagy mod cell loss 18 h = further read-out of Autophagy mod, marked with its call; toxicity, %; measured here: cell loss, nuclei count;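 cell loss after 18 h compound exposure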
The depositor's hits bear a star; i = inactive; ? = inconclusive; / = no result given; [ ] = dose if it differs, or a comment.

SMILES	Dynein cargo inh	Dynein cargo inh cytoplasmic EGFP	Dynein cargo inh nuclear GR-EGFP	Dynein cargo inh cell count	Ins promoter up	Ins promoter up cell count	P. falciparum M17LAP	Autophagy mod	Autophagy mod cell loss 18 h	ER stress rescue	bCat nuc transl	bCat nuc transl cell count 5 µM	P. falciparum M1AAP	MT stabilize HCS	MT stabilize HCS Hoechst-high %	MT stabilize HCS cytotoxicity %	UTI89 phage lysis
CCC(C)C(NC(=O)c1ccccc1NC(=O)c1ccc(OC)cc1)C(=O)NCc1ccco1 (stereo unspecified)	-0.77	-0.35	-0.43	0.76	-0.95	830	-5%	i	-63	0.4%	-1.8	1141	1%	3.2	2.2	9.1	0.2%
COC(=O)c1cc2ccsc2n1CC(=O)N(C)c1ccccc1	-0.17	-0.27	-0.15	0.073	0.88	1277	-7%	i	-5	/	/	/	9%	3.8	1.7	3.0	6.3%
O=C(CC12CC3CC(CC(C3)C1)C2)NC(=S)Nc1ccc(CN2CCOCC2)cc1	-0.33	-0.1	0.17	0.32	-0.44	1287	-5%	i	32	-0.5%	-1.8	1021	0%	1.7	1.9	9.4	0.3%
O=C(NCCCO)/C(=C\C=C\c1ccccc1)NC(=O)c1ccccc1Cl	0.032	-0.21	0.17	-0.15	/	/	18%	i	-6	-3.0%	0.6	1160	9%	3.5	2.1	7.1	5.6%
O=C1c2ccncc2C(=O)N1CO	-0.97	0.59	-0.07	0.49	0.33	1615	7%	i	11	0.8%	-2.3	882	-1%	3.6	1.8	7.9	0.7%
O=C1CCCC(O)=C1Sc1ccccc1C(=O)O	-0.32	-0.12	-0.38	0.4	0.89	1366	5%	i	9	-1.2%	0.8	1444	-4%	4.3	1.9	5.9	1.5%
Cc1cc2nc(-c3ccc(SCC(=O)N4CCOCC4)nc3)[nH]c2cc1C	0.59	-0.22	0.67	1.5	-0.09	966	-4%	i	10	/	/	/	4%	1.8	1.3	22	-2.4%
Cc1ccc(N/C(N)=N/c2nc(CSc3nnc(N)s3)cc(=O)[nH]2)cc1	1.2	-0.15	0.62	-2.4	-0.54	1306	-1%	/	/	/	1.2	1323	3%	/	/	/	-0.2%
COc1ccc(C(=O)Nc2ccc(-c3ccc(NC(=O)c4ccc(OC)cc4)c(OC)c3)cc2OC)cc1	-0.3	0.2	-0.072	1	-0.49	1335	3%	i	12	-2.5%	-2.1	761	3%	4.1	17	13	0.0%
CC(NC(=O)c1cccc2ccccc12)c1ccc2c(c1)CCCC2 (stereo unspecified)	0.05	-0.14	-0.12	-0.06	0.07	1072	-1%	i	18	-2.8%	0.7	1153	-6%	6.3	20	8.6	1.8%
OC1(c2ccccc2)CCN(Cc2ccccc2)CC1	1.7	-0.11	1.3	-1.2	-0.53	1187	11%	i	17	-2.4%	-0.7	1100	0%	2.2	2.6	3.0	0.3%
O=S(=O)(c1ccc2c(c1)N(Cc1ccc(Cl)cc1)C1CCCN21)N1CCOCC1 (stereo unspecified)	-0.25	-0.18	-0.23	0.19	-0.31	1533	-9%	i	1	1.1%	-3.0	1364	-2%	0.2	1.4	13	0.3%
C#CCOCCOCCOCCNc1nc(N2CCN(C(=O)[C@H](CCCCN)n3cc([C@@H](N)CC(C)C)nn3)CC2)nc(N2CCN(C(=O)[C@H](Cc3cc4ccccc4[nH]3)n3cc([C@@H](N)Cc4ccc(O)cc4)nn3)CC2)n1	0.84	-0.3	0.71	-0.39	-0.22	1508	4%	i	-17	-2.5%	1.3	1091	-3%	2.1	1.6	12	2.3%
CC1=[N+](C)N(c2ccccc2)C(=O)C1N=Cc1ccccc1Cl (stereo unspecified)	0.63	-0.21	0.37	-0.29	0.11	1349	6%	i	-4	-1.1%	5.8	528	7%	2.5	1.8	7.8	0.6%
CC(=O)c1sc(NC(=O)C(C)C)nc1C	-0.8	-0.2	-0.18	0.13	0.28	1598	-2%	i	1	-1.4%	-0.8	1415	1%	2.2	2.0	7.2	-0.5%
O=C(O)CC1S/C(=N/N=C/c2ccc(-c3ccccc3[N+](=O)[O-])o2)NC1=O (stereo unspecified)	-0.34	0.0086	-0.22	0.16	1	774	38%	i	-7	-3.9%	1.8	1173	22%	1.0	1.1	11	0.2%
CC1CN(c2ccc(Oc3ccccc3)cc2)c2nc3c(c(=O)[nH]c(=O)n3C)n2C1 (stereo unspecified)	-0.37	-0.18	-0.28	0.38	1.4	1136	11%	i	16	-0.5%	-0.4	820	7%	2.8	1.6	7.5	-0.4%
CC(C)n1cnc2cc(NCc3ccccc3O)ccc21	1.7	-0.12	1.2	-1.6	0.72	1081	9%	/	/	/	-1.0	1327	0%	/	/	/	0.3%
Cc1nc2ccc(C(=O)OCc3ccccc3Br)cc2nc1C	-0.9	-0.37	-0.24	1.5	-0.09	1509	-2%	i	4	-0.5%	-2.5	955	-4%	3.0	2.2	1.1	0.7%
c1ccc(-c2noc(CSc3nnc(Cc4cccs4)n3-c3ccccc3)n2)cc1	-0.58	-0.27	0.0075	0.43	/	/	1%	i	2	-1.4%	-0.9	1140	9%	4.0	0.3	70	2.1%
COc1cc([N+](=O)[O-])ccc1NC(=O)CN1CCN(C(=O)c2ccco2)CC1	0.58	-0.17	0.31	-0.46	/	/	18%	i	-3	0.2%	0.4	1543	7%	1.4	1.9	6.7	0.1%
COc1cc(C2c3c(-c4cc(Cl)c(C)cc4O)n[nH]c3C(=O)N2Cc2cccnc2)ccc1O (stereo unspecified)	-0.66	-0.24	-0.029	0.51	-0.28	1445	6%	i	14	0.1%	-2.7	1023	0%	2.4	2.2	10	-0.6%
Cc1c(CC(=O)Nc2ccc(Cl)cc2)sc2ccc(Cl)cc12	-0.11	-0.22	0.33	-0.2	-0.21	1030	-6%	/	/	/	0.0	1269	2%	/	/	/	0.9%
Cc1[nH]n(-c2ccccc2)c(=O)c1/C=N/N(C)c1ccccc1	0.16	-0.24	0.074	0.91	0.28	1337	0%	i	4	-1.8%	0.1	543	-1%	2.4	2.2	3.9	1.6%[50 µM]
COc1ccc(OCc2cccc(C(=O)Nc3cc(C)on3)c2)cc1	1.1	-0.18	0.23	-1.1	/	/	6%	i	-6	1.0%	1.6	959	5%	2.8	1.3	3.3	-0.5%
CC(=O)CCc1c(C)c2cc(C)ccc2[nH]c1=O	0.27	0.096	0.23	-0.18	-1.2	868	8%	i	6	-1.0%	-1.2	1008	3%	12	4.7	14	?
CCOC(=O)CC(=O)Nc1ccc(Br)cc1C(=O)O	0.39	-0.18	0.38	-1.7	/	/	-4%	i	9	-1.2%	-5.2	908	4%	5.1	3.7	8.8	0.2%
COc1cc(C(=O)ON=C2C(C)=CC(=O)C=C2C)cc(OC)c1OC	-1.2	0.012	-0.25	-0.11	0.61	1449	4%	i	10	2.5%	-2.3	1020	6%	3.3	2.2	13	-0.1%
CC(C)OC(=O)CNc1n[nH]c(=S)[nH]c1=O	0.54	-0.17	0.24	-0.41	0.01	1340	24%	i	0	-2.0%	3.1	1077	2%	1.3	0.7	11	0.6%
O=C(NCc1ccccc1F)C1CCN(C(=O)c2sccc2-n2cccc2)CC1	-0.61	-0.25	-0.21	0.22	/	/	-1%	i	5	-0.1%	-1.3	1100	3%	6.0	2.3	9.1	0.1%
Cc1oc(-c2cccs2)nc1CN1CCC(C(=O)N2CCCC2)CC1	-0.74	-0.15	-0.12	-0.027	/	/	1%	i	19	2.3%	0.0	968	2%	4.5	1.6	6.2	-0.5%
Cc1ccccc1C(=O)NC(=S)N(C)CCc1ccccn1	-0.053	-0.34	0.31	1.6	0.12	1210	1%	i	10	-0.3%	-0.7	1086	5%	2.6	1.8	9.3	0.3%
CSCCC(NS(=O)(=O)c1ccc(F)cc1)C(=O)NCc1ccc(S(N)(=O)=O)cc1 (stereo unspecified)	-0.26	-0.26	0.28	-0.33	-0.32	1106	-2%	/	/	/	0.3	1349	0%	/	/	/	0.4%
O=C(NC1CCc2ccccc21)c1cc(COc2c(F)cccc2F)on1 (stereo unspecified)	0.81	-0.19	0.9	-1.2	0.22	1036	3%	/	/	/	1.6	1308	-5%	/	/	/	-0.1%
O=C1c2ccccc2CC1Sc1nnc(-c2ccncc2)o1 (stereo unspecified)	-0.23	-0.34	-0.22	0.63	0.28	1238	-4%	i	3	-1.6%	3.2	1120	-3%	4.4	3.1	9.8	0.5%
CCOC(=O)c1c(CN2CCOCC2)n(-c2ccccc2)c2cc(Br)c(O)c(CN(C)C)c12	0.25	-0.23	0.38	0.45	0.21	1379	14%	i	-2	-0.3%	-4.0	1364	15%	3.7	1.6	9.0	1.5%
CCCCC(=O)Nc1cc(OCC)c(NC(=O)c2ccccc2[N+](=O)[O-])cc1OCC	1.4	-0.19	1.5	-0.81	-0.03	1383	-3%	i	5	-1.5%	-4.2	1397	-2%	1.5	1.3	6.1	5.9%
